Compound activity: PubChem, Southern Research Specialized Biocontainment Screening Center
Salmonella PhoP GFP: PhoP regulon inhibitors, Salmonella typhi PhoP promoter GFP reporter, confirmatory (AID 1850); Salmonella Typhi PhoP-promoter GFP reporter, fluorescence, 4 h; higher % means a stronger effect; inhibition, % at 50 µM, or IC50 in µM where a hit was titrated; 310,000 tested, 0.33% active; in the data active = a potency from the dose series; inconclusive = inhibition mostly from about 25% at the one dose, without a potency; inactive = the rest, 99 in 100 with inhibition below about 19%;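 also: 0% = induced wells with vehicle and 100% = uninduced wells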
M. tuberculosis HTS: M. tuberculosis growth inhibition, HTS (AID 449762); M. tuberculosis H37Rv growth inhibition, 7H9 media; higher % means a stronger effect; inhibition, % at 25 µM, or IC50 in µM where a hit was titrated; 330,000 tested, 0.59% active; in the data active = a potency from the dose series; inconclusive = inhibition above about 70% without an active follow-up result;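 also: bacterial growth assessed after seven days of incubation; strong numbers were not always called active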
tuberculosis growth: growth inhibition of non-replicating M. tuberculosis (AID 488890); 320,000 tested, 0.39% active; inhibition, % at 25 µM, or IC50 in µM where a hit was titrated; Mycobacterium tuberculosis non-replicating, growth inhibition; higher % means a stronger effect; in the data active = a potency from the dose series; inconclusive = inhibition mostly from about 82% at the one dose, without a potency; inactive = the rest, 99 in 100 with inhibition below about 76%;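 also: plate controls were DMSO cells for no effect and high antibiotic wells for full effect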
inhibitors of VEEV: inhibitors of VEEV TC-83 cytopathic effect, confirmation, Vero cells (AID 588727); Vero cells, VEEV TC-83 cytopathic effect inhibition; higher % means a stronger effect; inhibition, % at 20 µM, or IC50 in µM where a hit was titrated; 350,000 tested, 0.13% active; in the data active = a potency from the dose series; inconclusive = inhibition mostly from about 14% at the one dose, without a potency; inactive = the rest, 99 in 100 with inhibition below about 12%; also: strong numbers were not always called active
H1N1 NS1A inhibition: H1N1 influenza NS1A inhibitors, functional cell based assay (AID 504329); one-dose inhibition, % at 12.5 µM; IC50 in µM for titrated hits; NS1A functional cell-based assay, percent inhibition; higher % means a stronger effect; 340,000 tested, 0.3% active; in the data active = a potency from the dose series; inconclusive = inhibition above about 27% without an active follow-up result; also: strong numbers were not always called active
inhibitors of VEEV 10K pilot screen: recorded beside inhibitors of VEEV, whose call it bears; inhibition, %; measured here: 10K pilot screen inhibition
Numbers without * were called inactive; i = inactive; u = inconclusive; x = no result given.

SMILES	Salmonella PhoP GFP	M. tuberculosis HTS	tuberculosis growth	inhibitors of VEEV	H1N1 NS1A inhibition	others
Cc1ccccc1Nc1c(-c2ccncc2)nc2ccc(Br)cn12	-9%	4%	24%	5.7%	-3%
Cc1ccc(S(=O)(=O)N2CCC(C(=O)OCC(=O)N(CCC#N)c3ccc(F)cc3)CC2)cc1C	6%	-2%	-6%	2.2%	-4%
CN(CCc1ccccc1)C(=O)c1cccc(NC(=O)Cc2cccc(NC(=O)C3CCCN(S(=O)(=O)c4cccc([N+](=O)[O-])c4)C3)c2)c1 (stereo not given)	x	x	x	0.4%	-23%
COc1ccc2[nH]c(=O)c(CN(CCc3ccccc3)C(C)=O)cc2c1	-1%	-4%	-9%	5.1%	2%
CCN(CC)CCNc1c2c(c(C#N)c3nc4ccccc4n13)CCCC2	9%	-4%	43%	12%	6%
CCOC(=O)C1=C(N)OC2=C(C(=O)CC(C)(C)C2)C1c1ccoc1 (stereo not given)	-5%	-8%	-8%	0.7%	1%
CCOc1ccc(-c2c(C)sc3nc[nH]c(=O)c23)cc1	-4%	10%	64%	7.1%	-4%
CCC(=O)N1CCN(c2ccc(Cl)cc2NC(=O)Cc2ccccc2)CC1	-4%	-2%	9%	6.1%	2%
Cc1ccc2c(c1)N(CC(=O)NCCCN1CC(C)CC(C)C1)C(=O)c1cccnc1O2 (stereo not given)	-2%	-16%	4%	1.6%	0%
COCCCN(Cc1ccco1)C(=O)Cn1ncc2c([nH]c3ccccc32)c1=O	-2%	3%	2%	11%	-1%
O=S(=O)(c1cc(Cl)ccc1Br)N1CCCCC1	7%	-1%	15%	i	-2%
O=C(NC1CCCC1)C(c1c[nH]c2ccccc12)N(C(=O)Cn1nnc(-c2ccc(Cl)cc2)n1)c1ccccc1 (stereo not given)	-5%	0%	15%	i	2%
CC(C)C(O)C1CCN(Cc2nc(Cc3ccccc3Cl)no2)CC1 (stereo not given)	2%	-3%	-11%	i	2%
O=C1CSC(c2cccc(F)c2)N1c1ccccc1 (stereo not given)	8%	0%	-5%	0.2%	3%
O=C1CCCC2=C1C(c1cccs1)CC(=O)N2c1ccc(F)cc1 (stereo not given)	-4%	2%	-6%	i	5%
O=C(Nc1ccnn1C1CCN(Cc2c(F)cccc2Cl)CC1)C1CCCC1	-6%	4%	13%	2.2%	-2%
CCN(CC)S(=O)(=O)c1ccc(S(=O)(=O)N2CCC(N3CCCCC3)CC2)cc1	5%	-3%	5%	i	6%
C=C(C)C(=O)Nc1cccc(C(C)=O)c1	1%	0%	-1%	1.4%	6%
c1ccc(CSc2nnc(Cc3ccccn3)o2)cc1	-9%	-7%	28%	2.4%	-10%
COc1cccc(C=N[C@@H](CO)[C@@H](O)c2ccc([N+](=O)[O-])cc2)c1O	18%	-8%	-12%	i	-13%

Reprinted at random: 3 records from the list
SMILES	Salmonella PhoP GFP	M. tuberculosis HTS	tuberculosis growth	inhibitors of VEEV	H1N1 NS1A inhibition	others
Cc1ccccc1Nc1c(-c2ccncc2)nc2ccc(Br)cn12	-9%	4%	24%	5.7%	-3%
CCN(CC)S(=O)(=O)c1ccc(S(=O)(=O)N2CCC(N3CCCCC3)CC2)cc1	5%	-3%	5%	i	6%
c1ccc(CSc2nnc(Cc3ccccn3)o2)cc1	-9%	-7%	28%	2.4%	-10%

Of the compounds above, these have a carbonyl joined to an NH by a bond outside any ring:
SMILES	Salmonella PhoP GFP	M. tuberculosis HTS	tuberculosis growth	inhibitors of VEEV	H1N1 NS1A inhibition	others
CN(CCc1ccccc1)C(=O)c1cccc(NC(=O)Cc2cccc(NC(=O)C3CCCN(S(=O)(=O)c4cccc([N+](=O)[O-])c4)C3)c2)c1 (stereo not given)	x	x	x	0.4%	-23%
CCC(=O)N1CCN(c2ccc(Cl)cc2NC(=O)Cc2ccccc2)CC1	-4%	-2%	9%	6.1%	2%
Cc1ccc2c(c1)N(CC(=O)NCCCN1CC(C)CC(C)C1)C(=O)c1cccnc1O2 (stereo not given)	-2%	-16%	4%	1.6%	0%
O=C(NC1CCCC1)C(c1c[nH]c2ccccc12)N(C(=O)Cn1nnc(-c2ccc(Cl)cc2)n1)c1ccccc1 (stereo not given)	-5%	0%	15%	i	2%
O=C(Nc1ccnn1C1CCN(Cc2c(F)cccc2Cl)CC1)C1CCCC1	-6%	4%	13%	2.2%	-2%
C=C(C)C(=O)Nc1cccc(C(C)=O)c1	1%	0%	-1%	1.4%	6%

Remaining list, next part.
SMILES	Salmonella PhoP GFP	M. tuberculosis HTS	tuberculosis growth	inhibitors of VEEV	H1N1 NS1A inhibition	others
Cc1ccc(CC(=O)Nc2ccccc2-c2ccccc2)cc1C	-7%	-9%	-3%	i	-1%
N/C(=N/OC(=O)c1ccccc1Cl)c1ncc([N+](=O)[O-])s1	-9%	u	3.1µM*	5.8%	7%
CC(C)CCNC(=O)C1CC(c2cccc(F)c2)=NO1 (stereo not given)	10%	-5%	32%	1.4%	8%
O=C(Nc1nc2ccc(F)cc2s1)C1CC(=O)N(c2ccc3c(c2)OCCO3)C1 (stereo not given)	x	5%	61%	0.6%	-4%
CC(/C=C/c1ccc2c(c1)OCO2)=N/NC(=O)c1cccnc1	-7%	u	u	0.4%	-1%
CC(C)OCCCNC(=O)CN1C(=O)CSc2ccc(S(=O)(=O)N3CCCCC3)cc21	-33%	10%	-5%	i	3%
CC(=O)c1cc(C#N)c(NCc2cc(-c3ccccc3)no2)nc1C	5%	3%	3%	1.4%	0%
O=C(NCCc1ccccc1)c1ccccc1C(=O)NCCc1ccccc1	2%	-4%	-35%	0.1%	x
Cc1cc(/C=N/NC(=O)c2ccccn2)c(C)n1-c1cccc([N+](=O)[O-])c1	5%	u	46%	9.1%	13%
COc1cccc(/C(O)=C2\C(=O)C(=O)N(c3ccccn3)C2c2ccccc2OC)c1 (stereo not given)	-6%	-11%	-8%	0.6%	13%
COc1ccc(CCNC(=O)CCCCCNC(=O)N2CCn3c2nc2ccccc23)cc1OC	-12%	-4%	12%	1.6%	-4%
O=C(OCC(=O)N1CCCCCC1)c1ccc(Cl)nc1	x	7%	42%	3.3%	-6%
Cc1ccccc1CSCC(=O)c1c(N)n(C)c(=O)n(C)c1=O	4%	-13%	-3%	0.0%	4%
CC(C)Cn1c(CN(Cc2ccccc2)Cc2ccccc2)nc2c1c(=O)n(C)c(=O)n2C	-1%	4%	19%	2.9%	-10%
CCCCn1c(N)c(N(CCOC)C(=O)CCCc2nc3ccccc3s2)c(=O)[nH]c1=O	-1%	2%	-1%	i	7%
Cc1nn(CC(=O)NCc2cc3ccccc3[nH]2)c(C)c1[N+](=O)[O-]	-4%	1%	-12%	1.3%	-4%
COc1ccc(C)cc1Nc1nc(C)nc2sc(C)cc12	-7%	3%	12%	0.3%	2%
O=C(CN1CCN(Cc2ccccc2)CC1)NCCNc1ccc([N+](=O)[O-])cn1	5%	-2%	23%	1.1%	3%
NC(N)=NCCCC(NC(=O)c1ccccc1)C(=O)Nc1ccc2ccccc2c1 (stereo not given)	-8%	69%	78%	i	8%
COc1ccc2c(c1)cc(C(=O)N[C@@H](Cc1ccccc1)C(=O)N[C@@H](C)C(=O)O)n2C	3%	-3%	-18%	0.1%	-2%

Reprinted from the part before: two compounds, then new ones.
SMILES	Salmonella PhoP GFP	M. tuberculosis HTS	tuberculosis growth	inhibitors of VEEV	H1N1 NS1A inhibition	others
NC(N)=NCCCC(NC(=O)c1ccccc1)C(=O)Nc1ccc2ccccc2c1 (stereo not given)	-8%	69%	78%	i	8%
COc1ccc2c(c1)cc(C(=O)N[C@@H](Cc1ccccc1)C(=O)N[C@@H](C)C(=O)O)n2C	3%	-3%	-18%	0.1%	-2%
Cc1ccc(-n2c(SCC(=O)OC(C)C)nnc2-c2cnccn2)cc1	4%	45%	57%	i	-7%
COc1cc(CN2CC(=O)N(c3ccc(C)cc3)C2=S)cc(OC)c1OC	-4%	1%	0%	0.2%	-1%
CCCNC(=O)c1ccccc1NC(=O)c1ccccc1SC	-14%	0%	13%	0.5%	3%
C=CCn1c(C)cc(C(=O)CN2C(=O)c3ccccc3C2=O)c1C	-6%	-4%	11%	0.2%	7%
CCCCC(=O)Nc1cccc(-c2csc(-c3ccccc3)n2)c1	2%	u	41%	0.4%	-15%
Fc1ccccc1CNC(=S)Nc1ccc(Cl)cc1	2%	8%	u	1.4%	-7%
CC(=O)N(c1ccccc1)C1SC(=O)N(c2ccccc2)C1=O (stereo not given)	1%	-4%	-5%	i	0%
CC(=O)c1ccc(-c2ccc(C(=O)NC3CCCCCC3)o2)cc1	9%	u	73%	0.3%	1%
Cc1cnc([N+](=O)[O-])n1CCOC(=O)NC(=O)c1cccc(F)c1	2%	6%	-1%	1.5%	8%
CCC1CCCCN1CCCNC(=O)CCCOc1cc(=O)n(C)c2ccccc12 (stereo not given)	-3%	1%	-24%	0.1%	-5%
FC(F)(F)c1nc2ncc(Cl)cc2[nH]1	6%	-1%	15%	i	-6%
CN(CCc1ccccc1)C(=O)c1ccc(NC(=O)Cc2ccc(NC(=O)C3CCN(C(=O)C4CCCC4)CC3)cc2)cc1	x	x	x	0.3%	12%
O=C(Nc1cc2c3c(c1)CC(=O)N3CCC2)c1c(F)cccc1F	4%	18%	12%	1.3%	1%
CCCNC(=O)NC(C)C12CC3CC(CC(C3)C1)C2 (stereo not given)	1%	10%	71%	0.2%	5%
COCCN(CCOC)c1nc(-c2ccc(C)cc2)nc2ccccc12	7%	u	70%	7.6%	1%
Nc1nnc(CC(=O)NCc2ccccc2)s1	3%	-5%	6%	0.7%	2%
CCCCN1C(=O)c2cccc3cc(O)cc(c23)C1=O	-6%	0%	16%	7.9%	1%
CCOC(=O)N1CCN(CC(O)COc2ccc3c(c2)CCC3)CC1 (stereo not given)	9%	5%	11%	1.1%	-14%
C(=N\Nc1nc(N2CCCC2)nc(N2CCCC2)n1)/c1ccncc1	4%	-1%	7%	1.4%	-4%
CCOP(=O)(OCC)c1nc(-c2ccccc2)oc1NCc1ccccc1	-3%	6%	16%	2.3%	3%
Cc1ccc(NC(=O)c2ccc(CSc3ncnc4nc[nH]c34)cc2)c(C)c1	6%	u	60%	6.6%	16%
COCCn1c(SCC(=O)NCCc2ccccc2)nnc1-c1ccco1	-7%	3%	3%	i	7%	inhibitors of VEEV 10K pilot screen=0.3
CCc1nnc(NC(=O)c2ccc(-c3ccc([N+](=O)[O-])cc3Cl)o2)s1	0%	61%	9%	u	10%
O=C(CN1CCOCC1)NC1C2CC3CC(C2)CC1C3 (stereo not given)	2%	-6%	6%	0.5%	19%
Clc1ccccc1C1=NCc2nncn2-c2sc(Br)cc21	2%	-2%	-3%	3.1%	x

3 compounds from above, ordered by length of the SMILES, descending.
SMILES	Salmonella PhoP GFP	M. tuberculosis HTS	tuberculosis growth	inhibitors of VEEV	H1N1 NS1A inhibition	others
CCc1nnc(NC(=O)c2ccc(-c3ccc([N+](=O)[O-])cc3Cl)o2)s1	0%	61%	9%	u	10%
CCOP(=O)(OCC)c1nc(-c2ccccc2)oc1NCc1ccccc1	-3%	6%	16%	2.3%	3%
COCCn1c(SCC(=O)NCCc2ccccc2)nnc1-c1ccco1	-7%	3%	3%	i	7%	inhibitors of VEEV 10K pilot screen=0.3
